RmlCD inh 1536: M. tuberculosis RmlC/RmlD inhibition | RmlC+RmlD coupled enzyme assay, percent inhibition; primary screen in compound mixtures | inhibition, % at 3.6 µM | 160,000 compounds, 0.03% hits | AID 1533; in the data active = inhibition mostly above about 34%, no sharp cut-off; also: some results filed as inactive read as strong as hits
Target sequence (P9WH09 whole entry, looked up): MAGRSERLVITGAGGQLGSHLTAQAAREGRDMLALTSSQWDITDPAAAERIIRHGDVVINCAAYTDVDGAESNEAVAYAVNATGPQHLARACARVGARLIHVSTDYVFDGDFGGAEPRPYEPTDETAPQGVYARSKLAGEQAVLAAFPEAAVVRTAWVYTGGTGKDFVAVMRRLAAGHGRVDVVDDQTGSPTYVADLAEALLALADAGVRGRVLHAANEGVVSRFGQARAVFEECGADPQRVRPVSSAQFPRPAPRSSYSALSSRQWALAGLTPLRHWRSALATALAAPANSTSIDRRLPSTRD
Target sequence (P9WH11 whole entry, looked up): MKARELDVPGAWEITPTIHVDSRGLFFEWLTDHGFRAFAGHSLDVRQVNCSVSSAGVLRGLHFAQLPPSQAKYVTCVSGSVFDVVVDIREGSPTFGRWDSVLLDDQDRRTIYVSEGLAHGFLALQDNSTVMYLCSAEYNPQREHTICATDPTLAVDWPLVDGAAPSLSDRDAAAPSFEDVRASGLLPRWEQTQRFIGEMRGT
GlmU inhibition: inhibition of mycobacterial GlmU enzyme – biochemical, glucosamine-1-phosphate acetyltransferase (AID 1376); M. tuberculosis GlmU acetyltransferase enzyme assay; higher % means a stronger effect; inhibition, %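 (tested at 30 µM in the primary screen)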, or IC50 in µM where a hit was titrated; 220,000 compounds, 0.25% hits; in the data active = inhibition above about 13%;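 also: 0% = complete reaction with vehicle and 100% = reaction without substrate; strong numbers were not always called active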
* = called active by the depositor; . = no result given. Some of the compounds tested; count on the stated rates, not on these rows.

SMILES	RmlCD inh 1536	GlmU inhibition
COc1ccc(Oc2cnn(-c3ccccc3)c(=O)c2Br)cc1	5.3	-1.6%
CCOC(=O)C1=C(N)N(c2ccccc2Oc2ccccc2)C(=O)C1	.	1.1%
CC(=O)Nc1ccc(NC(=O)CSc2ccc(C(F)(F)F)cc2[N+](=O)[O-])cc1	-8.6	-0.1%
CCOC(=O)c1c(-c2ccc(C)o2)csc1NC(=S)NC(=O)c1ccccc1Br	.	0.2%
CCc1cc(C(=O)N2CCc3c([nH]c4ccccc34)C2c2ccc(OC)cc2F)no1 (stereo unspecified)	6.8	3.0%
CCCOn1nnnc1-c1ccccc1	.	-0.3%
COc1cc(/C=N/NC(=O)c2cc(-c3ccccc3)sc2N)cc(OC)c1OC	-4.5	-0.2%
Cc1cccc(Nc2nc3c(c(=O)n(C)c(=O)n3C)n2Cc2ccccc2)c1	38.1	1.4%
CN1CCN(C2=Cc3ccccc3Sc3cc(F)c(Cl)cc32)CC1	.	4.1%
CCn1c(O)c(/C=C2\C=Nc3ccccc32)sc1=O	6.9	0.3%
CNC(=S)N/N=C/C1=CCC2CC1C2(C)C (stereo unspecified)	.	6.2%
CC1Cc2ccccc2N1C(=O)CCn1c(=O)oc2ccccc21 (stereo unspecified)	5.8	-5.5%
O=[N+]([O-])c1ccc2c(c1N1CCCCC1)=NC1(CCCCC1)[N+]=2[O-]	-21.9	10.9%
CC(C)C1N=C2c3ccccc3N=C(SCc3cc(=O)n4cc(Cl)ccc4n3)N2C1=O (stereo unspecified)	18.4	-5.7%
CCc1ccc(C2C(C#N)=C(N)Oc3n[nH]c(CC(=O)OC)c32)cc1 (stereo unspecified)	.	-4.5%
COc1ccccc1N1CCN(Cc2ccsc2)CC1	8.3	5.0%
COc1ccc(SC[C@H](Cc2ccccc2)N2CCN(CCc3ccccc3)CCC2=O)cc1	.	-0.6%
CCN(CC)C(=O)N1CCN(S(=O)(=O)c2c(C)cc(C)cc2C)CC1	-11.2	9.3%
CC(C)c1ccccc1NC1=CC(=O)CC(C)(C)C1	4.9	-2.8%
CCOCC(=O)Nc1nnc(Cc2ccc(OC)c(OC)c2)s1	9.8	0.6%
COc1ccc(NC(=O)NCCN2C(=O)C3C4C=CC(C4)C3C2=O)cc1 (stereo unspecified)	.	3.0%
COc1cccc(-c2nc(SC)nc3sc(C(=O)NC(C)(C)C)c(N)c23)c1	.	4.4%
C=CCn1c(SCC(=O)N2CCCC2)nc2cc(C(=O)NCC3CCCO3)ccc2c1=O (stereo unspecified)	3.6	0.9%
CC(=O)Nc1ccc2nc(NC(=O)CCc3ccccc3)sc2c1	.	-7.8%
COc1ccc(-n2nnnc2SC(C)C(=O)NCC(=O)Nc2ccc(F)c(F)c2F)cc1 (stereo unspecified)	2.2	1.3%
(further entries)
SMILES	RmlCD inh 1536	GlmU inhibition
Nn1c(SCc2ccccc2)nnc1C1CCCCC1	-16.2	-0.1%
CN1CCN(c2ccc(S(=O)(=O)N3CCCCC3)cc2NC(=O)c2ccc(F)cc2F)CC1	11.7	-6.0%
CCN(CC)CCNC(=O)c1ccc2c(c1NCCO)C(=O)c1ccccc1C2=O	.	-5.3%
CC(C)NCC(O)COc1ccc(CC(N)=O)cc1 (stereo unspecified)	.	0.1%
COc1ccccc1NC(=O)N(CCCN1CCOCC1)Cc1cc2cc3c(cc2[nH]c1=O)OCO3	.	0.1%
O=C(CN1CCN(S(=O)(=O)c2ccccc2)CC1)NC(=O)NC1CCCCC1	.	-2.0%
O=C(Cn1c(=O)oc2ccccc21)Nc1nc(-c2ccc(Br)cc2)cs1	2.6	-0.5%
S=c1[nH]nc(Nc2cccc3ccccc23)s1	8.1	.
CC(NCc1cccc(OCc2ccccc2)c1)C(O)c1ccccc1 (stereo unspecified)	-10.6	3.4%
O=C(Cc1cc(=O)[nH][nH]1)N/N=C/c1c(F)cccc1Cl	-3.6	1.6%
COc1ccc(C2Oc3ccccc3N2C(C)=O)cc1 (stereo unspecified)	-4.4	4.8%
Cc1ccc(S(=O)(=O)N(CC2CO2)c2ccccc2[N+](=O)[O-])cc1 (stereo unspecified)	19.5	-3.5%
CCCC(=O)Nc1cc(C(=O)N2CCC3(CC2)OCCO3)ccc1S(=O)(=O)c1ccc(C)cc1	.	3.4%
CC1CC(C)(C)NC(=S)N1CCC(=O)N1CCN(Cc2ccccc2)CC1 (stereo unspecified)	-11.8	-0.6%
O=C(Nc1cccc(NC(=O)c2nccc3ccccc23)c1)c1ccco1	.	-1.3%
O=C(COc1ccccc1F)Nc1cc(S(=O)(=O)N2CCOCC2)ccc1N1CCOCC1	27.3	-4.1%
C/C(CC(=O)Nc1cccc(C(F)(F)F)c1)=N\NC(=O)C1CCCCC1	1.3	-5.0%
CCOC(=O)C1CCN(C(=O)CN(c2cc(OC)ccc2OC)S(=O)(=O)c2ccccc2)CC1	4.7	8.0%
CCOC(=O)c1nnc(-c2ccc(C)cc2)nc1Sc1ccccc1Cl	.	0.2%
CN(C)/C=C/C(=O)c1cnc(-c2ccccc2)s1	1.6	0.6%
CC(C)Oc1cc(NC(=O)CSCC(=O)Nc2cccc(C(F)(F)F)c2)c(Cl)cc1Cl	-6.2	-3.4%
Cc1nn2c(NCCCn3ccnc3)cc(C(C)C)nc2c1-c1ccccc1	4.0	-7.6%
C=CCNC(=O)CSc1ccc(Cl)cc1	0.9	-2.9%
CCN1CCCC1CNC(=O)c1cc2c(=O)n(C)c3ccccc3c2n1C (stereo unspecified)	.	-4.6%
CN(C1CCCC1)C1CCN(C(=O)CNC(=O)/C=C/c2cccc(C(F)(F)F)c2)CC1	11.8	2.9%
(next part)
SMILES	RmlCD inh 1536	GlmU inhibition
COc1ccc(C(=O)COC(=O)C(CC(C)C)N2C(=O)c3ccccc3C2=O)cc1 (stereo unspecified)	.	8.5%
Cc1nnsc1NC(=O)OCc1ccccc1Cl	-5.3	1.8%
Cc1ccc(N(Cc2cc3ccc(C)cc3[nH]c2=O)C(=O)c2cccs2)cc1	.	2.2%
CC(C)C(=O)N1CCN(c2ccc(NC(=O)c3ccc(Br)o3)cc2)CC1	.	0.2%
CC(=O)Oc1ccc(-c2cccc(C(=O)OCC(=O)N(C)c3ccccc3)c2)cc1	6.8	-2.7%
CCOC(=O)c1c(N)nn(C(=O)C(C)C)c1-c1ccccc1	44.1	0.3%
Cc1cc(C)c(C#N)c(SCc2ccccc2F)n1	-5.9	2.9%
O=C(NCc1nc2ccccc2[nH]1)C1=C[C@H](C2CC2)C[C@H](OCCCCO)O1	.	-3.8%
CCCCCCCCNC(=O)c1cccnc1SCC(=O)Nc1ccc(OC)cc1OC	4.0	-0.3%
Cc1ccc(C(=O)CN(C(=O)c2ccc(Cl)c(Cl)c2)N2C(=O)C3C4C=CC(C4)C3C2=O)cc1 (stereo unspecified)	17.6	-3.2%
CC1(C)CC(=O)C2=C(C1)N(CC1CCCO1)C(=O)NC2(C(F)(F)F)C(F)(F)F (stereo unspecified)	3.8	2.8%
CCCCC(=O)N/N=C/c1c(O)n(C2CC2)c(=S)[nH]c1=O	3.1	-2.0%
CN(C)n1cccc1/C=C(\C#N)S(=O)(=O)c1ccc(Cl)cc1	29.8	4.9%
COc1ccc(NC2CC(=O)N(C(C)C)C2=O)cc1 (stereo unspecified)	15.9	-5.3%
CC(=O)Nc1ccc(OS(=O)(=O)c2c(C)cc(C)cc2C)cc1	-1.8	1.3%
Cc1cc(NC(=O)COC(=O)CCNS(=O)(=O)c2c(Cl)cccc2Cl)no1	.	-2.2%
Cc1cc(NC(=O)c2ccc3c(c2)OCCO3)ccc1NC(=O)c1cc2ccccc2o1	5.4	-0.9%
Cc1ccc[n+](-c2nc3ccccc3nc2[N-]S(=O)(=O)c2ccccc2)c1	.	8.1%
N/C(CC(=O)Nc1cc(C(F)(F)F)ccc1Cl)=N\O	-15.1	3.8%
Oc1ccccc1C1=NCCNC(C(F)(F)C(F)F)=C1	40.6	5.6%
Cc1ccc(-n2c(=S)[nH]c3[nH]ncc3c2=O)cc1	0.5	-1.2%
CC(=O)NN1C(=O)/C(=C\c2ccc(Cl)cc2)SC1=S	.	4.7%
CC(C)(C)c1ccc(Oc2ccc(NC(=O)C3CC=CCC3C(=O)O)cc2)cc1 (stereo unspecified)	1.9	1.8%
NC(=O)NC(=O)COC(=O)c1cccc(NS(=O)(=O)/C=C/c2ccccc2)c1	-4.1	-4.7%
CN1C2CCC1CC(=NO)C2	3.5	1.8%
Going on with the list.
SMILES	RmlCD inh 1536	GlmU inhibition
CCC(C)NC(=O)c1ccc(NC(=O)C2CCCO2)cc1 (stereo unspecified)	-11.2	1.4%
Cc1nc(C)c(Oc2ccc(Cl)cc2Cl)c(=O)[nH]1	-11.4	.
CSCCC(NC(=O)c1cccc(C)c1)C(=O)O (stereo unspecified)	-0.2	-5.8%
COc1ccc(-c2noc(CN(C)C3CCOCC3)n2)cc1	0.0	-2.5%
Cc1nc2c3cc(F)ccc3n(CCN3CCCCC3)c2s1	1.7	1.4%
CSc1ccc(C(=O)C2CCCN(Cc3cccnc3)C2)cc1 (stereo unspecified)	.	1.5%
CCCOC(=O)c1c(NC(=O)CCCn2nc([N+](=O)[O-])cc2C)sc(C(=O)OC)c1C	.	0.5%
COc1ccccc1N1CCN(C(=O)CN(CCc2ccccc2)S(C)(=O)=O)CC1	.	3.0%
CCN(CC)CC#CCC(O)(c1ccccc1)C1CCCC1 (stereo unspecified)	.	-4.8%
CCCCCCn1c(-c2cccs2)n[nH]c1=S	-10.3	10.4%
O=C(N/N=C1/SCC(=O)N1Cc1ccco1)c1ccccc1F	-8.8	-5.0%
Cc1ccc(-n2ncc3c(N4CCCC(C)C4)ncnc32)c(C)c1 (stereo unspecified)	.	-1.3%
O=C(O)C1CCN(S(=O)(=O)c2ccc3c(c2)OCCCO3)CC1	33.5	-0.2%
CCOP(=S)(OCC)SCC(=O)NC(C)(CC)C(=O)O (stereo unspecified)	.	-4.6%
CN(C)C(=S)NC(=O)C12CC3CC(C)(CC(C)(C3)C1)C2	4.3	2.3%
COn1c2c(c3c4no[n+]([O-])c4ccc31)CCCC2	.	5.8%
COc1ccc(C(=O)O/N=C/c2c(C(F)(F)F)nn(C)c2SCc2ccccc2Cl)cc1	.	4.6%
O=C1/C(=C/c2cccnc2)SC(=NCc2ccccc2)N1Cc1ccccc1	3.5	-2.4%
Cc1ccc(NC(=O)COC(=O)C2(c3ccc(Cl)cc3)CCCC2)cc1	.	-6.0%
Cc1cc(C(C)(C)C)ccc1NC(=O)CC(C)(C)CC(=O)O	-2.3	-3.0%
CCOC(=O)c1cnn(CCOC(=O)Cc2cccs2)c1NC(=O)Cc1cccs1	5.3	-1.6%
O=C(NC(=S)Nc1ccccc1[N+](=O)[O-])c1ccccc1	22.6	-0.2%
CC(C)CC1NC2(C(=O)N(C)c3ccccc32)C2C(=O)N(C(C)C)C(=O)C12 (stereo unspecified)	8.8	4.3%
C/C(=N\NC(=O)CC(C)C)c1ccc(Cl)c(Cl)c1	-5.6	3.6%
Cc1cc(=O)[nH]c(-c2ccccc2)n1	20.0	1.5%
(listing goes on)
SMILES	RmlCD inh 1536	GlmU inhibition
CS(=O)(=O)Cc1cc(N2CCCC2)nc(-c2ccccc2)n1	7.1	-2.6%
CCCSCCCNC(=O)CC1Oc2ccccc2NC1=O (stereo unspecified)	-4.2	-5.8%
CN1CCN(S(=O)(=O)c2ccc(NC(=O)c3cccs3)cc2)CC1	12.6	4.5%
Cc1ccc(C)n1-c1ccc(N2CCOCC2)c(Br)c1	.	4.6%
CCOC(=O)C1=C(c2ccccc2)NC(=O)N(C(C)=O)C1c1cccc([N+](=O)[O-])c1 (stereo unspecified)	11.4	-0.4%
O=c1c2cc(N3CCOCC3)ccc2[nH]c(=S)n1Cc1cccc(Cl)c1	-2.6	-0.5%
COC(=O)c1ccc(NC(=O)CSc2nnc(-c3ccncc3)n2C)cc1	10.4	1.2%
CCNS(=O)(=O)c1ccc(NC(=O)Cn2nc(C(F)(F)F)cc2C)cc1	8.0	-2.0%
COc1ccc(N2C(=O)CSC23C(=O)Nc2ccccc23)cc1 (stereo unspecified)	-9.1	-6.2%
Cc1ccccc1CSc1n[nH]c(NS(=O)(=O)c2ccccc2)n1	.	2.2%
CCC(C)NC(=O)c1ccc(COc2ccccc2Cl)cc1 (stereo unspecified)	.	2.5%
CN(c1ccccc1)S(=O)(=O)c1cccc(C(=O)OCC(=O)NCCCN2CCCC2=O)c1	-8.8	-4.8%
Cc1ccc2cc(C)c3nnc(SCC(=O)N4CCN(C(=O)c5ccco5)CC4)n3c2c1	.	0.4%

High-throughput results (PubChem)
